Screens: PubChem, National Center for Advancing Translational Sciences (NCATS)
Vif-A3G inh: inhibitors of Vif-APOBEC3G interaction; 410,000 compounds, 0.076% hits; Potency, µM (doses to about 46.1 µM), without a hit: at the highest dose activity, negative = active, most hits filed as inhibitors; HeLa A3G-eYFP + Vif (tagged APOBEC3G with the HIV-1 protein that degrades it), YFP fluorescence, overnight;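 note: potency is the fitted concentration of half-maximal effect; % is set by controls: 0 for no effect and ±100 for the full control effect; nearly all actives have a fitted effect of over 60% in size; hits raise eYFP signal because A3G escapes Vif-driven loss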
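Read-out is eYFP fluorescence (Ex 488/Em 500-530) from Vif-expressing HeLa A3G-eYFP cells; more signal means A3G escaped Vif-mediated degradation. Cells plated overnight, compound pinned in, incubated overnight at 37 deg C.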
Vif-A3F inh: inhibitors of Vif-A3F interaction; HeLa A3F-eYFP + Vif (tagged APOBEC3F with the HIV-1 protein that degrades it), YFP fluorescence increase; Potency, µM (doses to about 46.1 µM), for the others: at the top dose activity, negative = active; 390,000 compounds, 0.2% hits; note: potency is the fitted concentration of half-maximal effect; % of control where 0% means no effect; nearly all actives have a fitted effect of over 65% in size
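HeLa cells stably expressing Vif plus C-terminally eYFP-tagged A3F were seeded, incubated overnight at 37 deg C, dosed with compound, incubated overnight again at 37 deg C. Yellow fluorescence (Ex 488/Em 500-530) reported blocked Vif-mediated A3F-eYFP degradation.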
USP1-UAF1 inh: inhibitors of human USP1/UAF1 deubiquitinase; O94782; recombinant USP1/UAF1, Ub-Rhodamine cleavage fluorescence; Potency, µM (titrated, usually from 57.1 µM), for the others: at the highest dose activity change, negative = inhibition, hits mostly inhibitors; 390,000 compounds, 0.23% hits; AID 743255; note: potency is the fitted concentration of half-maximal effect; % is set by controls: 0 for no effect and ±100 for the full control effect; nearly all actives have a fitted effect of over 60% in size; inactives centre near -12
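USP1/UAF1 complex at 1 nM was preincubated with compound for 15 min at room temperature, then Ub-Rho substrate (150nM final) was added. Fluorescence (480/540 nm) was read kinetically, 6 reads every 60 seconds.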
IDH1 R132H inh: inhibitors of human mutant IDH1 R132H; AID 602179; IDH1-R132H enzyme, NADPH consumption, diaphorase/resazurin fluorescence; 390,000 compounds, 0.093% hits; Potency, µM (doses to about 76.6 µM), inactives show top-dose activity change, negative = inhibition, most hits filed as inhibitors; note: potency is the fitted concentration of half-maximal effect; % is set by controls: 0 for no effect and ±100 for the full control effect; nearly all actives have a fitted effect of over 65% in size
Target sequence (O75874 whole entry R132H, stated change not applied): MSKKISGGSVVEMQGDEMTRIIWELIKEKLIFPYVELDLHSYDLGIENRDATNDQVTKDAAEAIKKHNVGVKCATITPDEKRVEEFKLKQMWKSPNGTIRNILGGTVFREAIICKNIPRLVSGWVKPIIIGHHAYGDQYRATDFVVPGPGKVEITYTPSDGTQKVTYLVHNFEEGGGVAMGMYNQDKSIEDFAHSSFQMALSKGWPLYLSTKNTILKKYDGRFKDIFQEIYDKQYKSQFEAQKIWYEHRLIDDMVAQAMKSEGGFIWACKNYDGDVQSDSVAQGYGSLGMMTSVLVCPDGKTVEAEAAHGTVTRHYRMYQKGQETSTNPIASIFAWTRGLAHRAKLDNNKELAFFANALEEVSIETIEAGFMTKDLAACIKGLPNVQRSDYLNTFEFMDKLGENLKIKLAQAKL
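IDH1-R132H (0.5 ug/mL) preincubated 30 min with compound, then NADPH (0.016 mM) and alpha-KG (2 mM) added; 80 min at RT, pH 7.5. Remaining NADPH coupled via diaphorase/resazurin to fluorescence (540/590 nm); concentration-response curves normalized to no-enzyme control.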
PI4K2A inh: PI4K2A (human) kinase inhibition | 420,000 compounds, 0.13% hits | Q9BTU6 | purified PI4K2A, ADP-Glo luminescence, 1 h; stronger effect = lower value | activity change, negative = inhibition, % at 76.9 µM; in the data active = activity change below about -50%; inconclusive = mostly about -30% to -49%;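 note: -100% = wells without enzyme as full effect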
Target sequence (Q9BTU6 whole entry, looked up): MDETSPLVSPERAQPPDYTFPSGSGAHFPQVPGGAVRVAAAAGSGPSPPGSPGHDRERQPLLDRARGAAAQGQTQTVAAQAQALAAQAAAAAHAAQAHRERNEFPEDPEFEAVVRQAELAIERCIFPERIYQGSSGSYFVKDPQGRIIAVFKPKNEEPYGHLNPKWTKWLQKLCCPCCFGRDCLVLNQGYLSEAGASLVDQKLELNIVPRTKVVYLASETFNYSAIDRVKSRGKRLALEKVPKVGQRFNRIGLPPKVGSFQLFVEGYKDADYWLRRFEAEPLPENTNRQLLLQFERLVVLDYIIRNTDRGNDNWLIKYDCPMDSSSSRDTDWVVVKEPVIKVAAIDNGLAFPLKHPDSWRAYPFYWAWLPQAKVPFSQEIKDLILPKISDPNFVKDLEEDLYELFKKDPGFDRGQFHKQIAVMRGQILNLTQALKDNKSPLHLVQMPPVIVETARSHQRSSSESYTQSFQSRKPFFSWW
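In this quantitative HTS, ADP production by PI4K2A was quantified luminescently after 1 h at ambient temperature; 100 microM adenosine served as plate-quality control.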
GRP78 ERSR act: induces the endoplasmic reticulum stress response in human glioma cells; U87-MG GRP78 promoter luciferase reporter, 16 h; Potency, µM, for the others: at the top dose activation, usual class: activators; AID 602332; 420,000 compounds, 0.02% hits; note: potency is the fitted concentration of half-maximal effect; series mostly up to about 76 µM; % of control where 0% means no effect; nearly all actives have a fitted effect of over 35% in size
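ERSR induction read as luciferase luminescence (Bright-Glo, 10 min at room temperature) in stably transfected human U87-MG glioma cells exposed to compounds for 16 h, using GRP78 as sensor.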
LDHA inh: blocks human lactate dehydrogenase A; P00338; purified LDHA, NADH/diaphorase-resazurin fluorescence; stronger effect = lower value; activity change, % (values are at about 110 or 230 µM); 480,000 compounds, 0.15% hits; in the data active = activity change below about -30%; inconclusive = mostly about -25% to -30%;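 note: plate controls were DMSO wells for no effect and wells without enzyme for full effect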
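Human LDH5 (2 nM) was incubated with 0.06 mM NADH and 0.2 mM pyruvate for 5 min at room temperature in Tris pH 7.4. Remaining NADH was coupled through diaphorase/resazurin, and resorufin fluorescence was read at 0 and 20 min.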
TrxR1 substrate: rat thioredoxin reductase 1 substrate activity. O89049. purified TrxR1 substrate turnover, NADPH consumption readout. Potency, µM (doses to about 114 µM), without a hit: at the top dose activity change, negative = substrate turnover. 390,000 compounds, 0.01% hits; note: potency is the fitted concentration of half-maximal effect; % is set by controls: 0 for no effect and ±100 for the full control effect; nearly all actives have a fitted effect of over 50% in size
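Rat TrxR1, dispensed at 90 nM, was prereduced with 400 uM NADPH (final) for 5 min at ~22 deg C, then incubated with compound 15 min before 400 uM selenite. A first-read NADPH fluorescence drop versus no-compound background flagged substrates.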
RXFP1 ag: RXFP1 (human) receptor agonism | Potency, µM (top dose mostly 57.5 µM), inactives show top-dose activation, actives largely listed as activators | AID 2676 | 370,000 compounds, 0.3% hits | HEK293T-RXFP1 cAMP TR-FRET, 30 min; response scale: percent of porcine relaxin response, buffer zero; note: potency is the fitted concentration of half-maximal effect; % is set by controls: 0 for no effect and ±100 for the full control effect; nearly all actives have a fitted effect of over 60% in size; many of its hits are not listed in these tables
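HEK293 cells stably expressing RXFP1, treated 30 min at 37C with compounds plus PDE4 inhibitor Ro 20174; cAMP measured by HTRF TR-FRET. Normalized to buffer and 29 nM porcine relaxin; EC50 by Hill fit.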
Numbers without * were called inactive; ? = inconclusive; / = no result given; & = joins results of further samples; [ ] = dose if it differs, or a comment. Unless noted, calls come from the whole dose curve; as a rule, active = well fitted curve in the direction sought with a large enough effect; inconclusive = small, poorly fitted or top-dose-only effect, or another doubt; inactive = no such curve, though single readings can be large; an effect the other way counts as inactive or inconclusive.

SMILES	Vif-A3G inh	Vif-A3F inh	USP1-UAF1 inh	IDH1 R132H inh	PI4K2A inh	GRP78 ERSR act	LDHA inh	TrxR1 substrate	RXFP1 ag
CN(C(=O)CN1CCN(c2cc(-c3ccc(OCc4ccccc4)cc3)ncn2)CC1)c1ccccc1	-7%	/	/	/	-2	-2%	-2	/	/
CN(C)c1ccc(N/C=C/C(=O)c2ccc(F)cc2)cc1	?	?	-7%	3%	?	-2%	29	0%	-0.1%
Cn1cc(/C=N/NC(N)=S)c2ccccc21	-2%	-26%	-2%	-6%	5	0%	-2	-14%	-4.2%
CCOC(=O)c1c(NC(=O)C(C)OC(=O)c2ccc(NC(=O)CC#N)cc2)sc2c1CCCC2 (configuration not stated)	-3%	?	-8%	-10%	-1	2%	-1	-7%	0.7%
Oc1oc(-c2ccco2)nc1C=Nc1cccc(Cl)c1	4%	-5%	-9%	-1%	22	-1%	-7	8%[57.1 µM]	-0.4%
CC(C)(C)NC(=O)/C(=C/c1cccnc1)NC(=O)c1ccco1	-6%	4%	-24%	-3%	-1	-2%	-7	6%	1.3%
COc1ccc(CN2C(=O)C(O)(CC(=O)c3ccc4c(c3)OCO4)c3ccccc32)cc1OC (configuration not stated)	-3%	14%	-13%	0%	-1	-1%	-2	5%	0.0%
CCOC(=O)c1ccc(NC(=O)c2c(N3CCCC3=O)c3cc(OC)ccc3n2C)cc1	0%	-2%	-8%	1%	2	-3%	3	2%	-1.9%
Cc1ccc(-n2nnc3c(SCC(=O)NCC4CCCO4)ncnc32)cc1 (configuration not stated)	-11%	-14%	2%	1%	-8	1%	-2	6%	3.9%
O=C(CC[C@H]1O[C@@H](n2ccc(=O)[nH]c2=O)[C@H](O)[C@@H]1O)N[C@H](Cc1ccccc1)C(=O)NCc1cccs1	1%	/	/	/	1	-1%	-18	/	/
CCC1(CC)NC(=O)N(CC(=O)OC(C)C(=O)Nc2cc([N+](=O)[O-])ccc2OC)C1=O (configuration not stated)	-2%	-3%	-2%	3%	2	-2%	-7	-13%	0.0%
CC1(N(O)/C=C2\C=CC=CC2=O)CCCCC1=O (configuration not stated)	1%	-21%	2%	-5%	2	-5%	4	-10%	-0.6%
Cc1nnc2n(c1=O)N=C(c1ccc(Cl)cc1)CS2	0%	10%	-5%	-5%	-5	-1%	-10	-8%	7.3%
CCCN1CCN(C(=O)c2cc3c(s2)-c2ccccc2OC3)CC1	3%	0%	-22%	3%	-7	-8%	-1	287%[activator]	18µM*
Cc1ccc(C(=O)N(c2c(C)n(C)n(-c3ccccc3)c2=O)C(C)C)cc1	2%	-2%	-18%	9%	-1	-7%	-2	10%	-1.2%
Cc1ccnc(NC(=O)CCN2C(=O)c3ccccc3S2(=O)=O)n1	-1%	-8%	-5%	1%	3	-4%	-2	-4%	-0.1%
O=C(Nc1cccnc1)c1cc(-c2cc(Cl)ccc2O)n[nH]1	-11%	-9%	-23%	-6%	2	0%	1	-5%	-2.6%
Cc1ccc(Cc2nnc(SCC(=O)Nc3c(C)cccc3C)[nH]c2=O)cc1	0%	9%	-14%	3%	-1	-3%	-4	-7%	2.2%
CCS(=O)(=O)c1ncc(Cl)c(C(=O)Nc2ccc(S(=O)(=O)N(C)c3ccccc3)cc2)n1	-14%&-9%	-6%&-6%	-10%&-22%	-2%&5%	-13&-7	-19%&-11%	-8&-7	2%&4%	3.8%&-0.3%
CN(C)c1ccc(-c2nnn(CC(=O)N3c4ccccc4CCc4ccccc43)n2)cc1	2%	1%	-11%	0%	4	-2%	-2	63%[activator]	-1.7%
CCC(=O)Nc1ccc(C(=O)Nc2ccc3c(c2)OCO3)cc1	-1%	-15%	-4%	2%	1	4%	-7	-9%	1.6%
CCOc1ccc(NC(=O)N2CCN(c3nnc(C)c4c(C)n(-c5ccccc5)nc34)CC2)cc1	/	/	-15%	/	-12	/	-11	-5%[57.1 µM]	1.6%
Cc1c(N/C(=N/S(=O)(=O)c2ccccc2)c2ccc(Cl)cc2)c(=O)n(-c2ccccc2)n1C	2%	-5%	-1%	-3%	0	-4%	-4	-1%	2.2%
CCOCCCNC(=O)c1[nH]c(C)c(C(C)=O)c1C	2%	-1%	8%	6%	6	-3%	-4	-3%	0.2%
O=C(Nc1ccccc1C(=O)OCC(=O)N1CCc2ccccc2C1)c1ccco1	-7%	0%	?	5%	-9	3%	2	20%	1.0%
Cn1c(/C(C#N)=C(\O)COc2ccc3ccccc3c2)nc2ccccc21	-4%	-2%	7%	4%	7	1%	-2	3%	?
O=[N+]([O-])c1cc(CN(CCO)CCO)ccc1O	3%	13%	-4%	-2%	2	2%	2	3%	-4.1%
O=[N+]([O-])c1cccc(Oc2ncccc2[N+](=O)[O-])c1	3%	-3%	-17%	15%	-2	-3%	-1	6%[57.1 µM]	/
COC(=O)c1ccc(CSc2nc(-c3ccccc3)cs2)o1	-5%	1%	-21%	0%	2	3%	-3	-3%	1.8%
O=C(CN1C(=O)C2C3C=CC(C3)C2C1=O)Nc1ccc(C(=O)O)cc1 (configuration not stated)	1%	3%	-9%	2%	5	-7%	-4	5%	-0.6%
O=C(NCC(c1ccco1)S(=O)(=O)c1cccs1)c1ccc(Cl)cc1 (configuration not stated)	/	/	2%	/	-4	/	-8	3%[57.1 µM]	0.8%
CCOC(=O)c1oc2ccc(S(=O)(=O)n3nc(-c4ccc(C)cc4)cc3N)cc2c1C	3%&-6%	-8%&1%	-14%&-6%	-5%&-2%	-13&-3	-2%&-3%	-6&-1	-5%&-1%	-1.4%&-0.4%
O=C(O)CCSc1nc2ccccc2n1CCOc1ccccc1	3%	-5%	1%	1%	1	-2%	-9	13%	0.9%
COc1ccc(CNC(=O)c2ccc(NC(=O)CC3SC(N4CCCC4)=NC3=O)cc2)cc1 (configuration not stated)	1%	8%	-7%	2%	3	-5%	-1	-17%	3.9%
Cc1ccc(OCC(=O)Nc2ccc3c(c2)OCO3)cc1C	12%	1%	-13%	5%	1	7%	1	4%	0.3%
CCOC(=O)c1sc2nccc(N(C)C)c2c1N=CNOCc1c(F)cccc1Cl	2%	2%	-26%	9%	-3	-6%	4	-3%	13%

Three of the entries above in order of their number in TrxR1 substrate, low to high.
SMILES	Vif-A3G inh	USP1-UAF1 inh	PI4K2A inh	GRP78 ERSR act	LDHA inh	TrxR1 substrate
COc1ccc(CNC(=O)c2ccc(NC(=O)CC3SC(N4CCCC4)=NC3=O)cc2)cc1 (configuration not stated)	1%	-7%	3	-5%	-1	-17%
Cn1cc(/C=N/NC(N)=S)c2ccccc21	-2%	-2%	5	0%	-2	-14%
CN(C)c1ccc(N/C=C/C(=O)c2ccc(F)cc2)cc1	?	-7%	?	-2%	29	0%

More entries follow:
SMILES	Vif-A3G inh	Vif-A3F inh	USP1-UAF1 inh	IDH1 R132H inh	PI4K2A inh	GRP78 ERSR act	LDHA inh	TrxR1 substrate	RXFP1 ag
CCc1ccc(NC(=O)Cn2c(=O)n(CCCC(=O)NCc3ccccc3Cl)c(=O)c3ccccc32)cc1	4%	-7%	-30%	13%	-11	-2%	-6	5%	-1.2%
O=C(NCc1ccc(F)cc1)C1CCN(S(=O)(=O)N2CCCCC2)CC1	2%	3%	-2%	1%	-4	-2%	2	-8%	-1.8%
N#Cc1ccccc1NS(=O)(=O)c1cc2c3c(c1)CCC(=O)N3CCC2	0%	-4%	-14%	-1%	2	-3%	-1	3%	23%
C/C(=N\Nc1cc(C)nc(-c2ccccc2O)n1)c1ccccc1O	-3%	-2%	-22%	0%	-4	2%	0	-11%	-1.0%
CCOC(=O)C1CCN(S(=O)(=O)c2ccc(C(C)(C)C)cc2)CC1	-1%	10%	-24%	4%	3	-3%	0	9%[11.4 µM]	-0.2%
O=C(Cn1cc(C(=S)N2CCOCC2)c2ccccc21)N1CCOCC1	1%	-2%	6%	3%	0	-5%	-13	9%[57.1 µM]	-0.2%
Cc1cc([N+](=O)[O-])nn1CCCC(=O)NC1CCCCC1	4%	8%	-17%	15%	7	-4%	-3	-3%	0.2%
Cc1c(Br)c(C(F)(F)F)nn1CC(=O)NCCN1CCOCC1	-4%	3%	16%	1%	-3	-2%	-3	1%	1.5%
CC(C)Sc1nc2sc3c(c2c(=O)n1Cc1ccccc1)CCCC3	10%	0%	5%	-14%	1	-1%	-5	-5%	-2.0%
CCOc1ccc(S(=O)(=O)N/N=C(\C)c2ccc3c(c2)OCO3)cc1	1%	8%	-25%	0%	0	0%	-4	1%	-2.0%
O=C(/C=C\c1ccccc1)Nc1nccs1	-5%	-3%	-15%	7%	-5	-3%	1	9%[57.1 µM]	-0.4%
Cc1ccc(NC(=O)COc2ccc3c(c2)OCO3)c(Cl)c1	-5%	-1%	-5%	8%	1	2%	-3	-1%	3.3%
Cc1ccc(S(=O)(=O)NCC(=O)OCc2csc(-c3ccccc3)n2)cc1	-1%	2%	-21%	9%	0	-1%	5	-4%	-2.0%
CN(C(=O)CSc1nccc(=O)[nH]1)C1CCCCC1	-1%	-3%	4%	-12%	2	-2%	1	-4%	/
CCOc1ccc(N2C(=O)CCC2=O)cc1	-10%	-8%	-5%	4%	-1	-2%	-7	-1%	2.1%
CN1CCN(c2oc(-c3cccs3)nc2S(=O)(=O)c2ccccc2)CC1	-2%	0%	-14%	1%	3	-1%	-6	-3%	-0.9%
Cc1ccccc1-c1noc(CCC(=O)NCC2CCCO2)n1 (configuration not stated)	-1%	3%	-14%	1%	0	0%	-15	6%[57.1 µM]	-2.2%

The list is partial; the hit share may differ from the screen's.
